DT40 TDP1 CPT – growth inhibition of DT40 Tdp1-/-;hTDP1 cells with camptothecin (screen for TDP1 inhibitors). chicken DT40 Tdp1-/-;hTDP1 cells + 20 nM CPT, ATP luminescence, 48 h. Potency, µM (series often up to 46.2 µM), inactives show at the highest dose activity change, negative = growth inhibition, hits mostly inhibitors. 420,000 tested, 12% active; note: nearly all actives have a fitted effect of over 55% in size
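Chicken DT40 Tdp1-/- cells complemented with human TDP1, 400 cells/well, exposed to compounds plus 20 nM camptothecin for at least 48 h at 37 C; viability read as ATP content by CellTiter-Glo luminescence.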
TDP1 cell noCPT – qHTS for Inhibitors of human tyrosyl-DNA phosphodiesterase 1 (TDP1): qHTS in cells in absence of CPT; 420,000 tested, 15% active; DT40 Tdp1-/- hTDP1 cells, no CPT, ATP luminescence, 48 h; Potency, µM (series often up to 46.2 µM), for inactives: at the highest dose activity change, negative = growth inhibition, actives largely listed as inhibitors; note: nearly all actives have a fitted effect of over 55% in size
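A cellular qHTS used chicken DT40 cells lacking endogenous Tdp1 but carrying stably transfected human TDP1. Compounds were applied without camptothecin, and cell growth kinetics were judged by ATP-dependent luminescence after ≥48 hr.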
TDP1 block – inhibitors of human tyrosyl-DNA phosphodiesterase TDP1; Q9NUW8; recombinant TDP1, AlphaScreen DNA substrate cleavage; Potency, µM (series often up to 130 µM), without a hit: at the highest dose activity change, negative = inhibition, actives largely listed as inhibitors; 350,000 tested, 0.28% active; AID 485290; note: nearly all actives have a fitted effect of over 40% in size
Target sequence (Q9NUW8 whole entry, looked up): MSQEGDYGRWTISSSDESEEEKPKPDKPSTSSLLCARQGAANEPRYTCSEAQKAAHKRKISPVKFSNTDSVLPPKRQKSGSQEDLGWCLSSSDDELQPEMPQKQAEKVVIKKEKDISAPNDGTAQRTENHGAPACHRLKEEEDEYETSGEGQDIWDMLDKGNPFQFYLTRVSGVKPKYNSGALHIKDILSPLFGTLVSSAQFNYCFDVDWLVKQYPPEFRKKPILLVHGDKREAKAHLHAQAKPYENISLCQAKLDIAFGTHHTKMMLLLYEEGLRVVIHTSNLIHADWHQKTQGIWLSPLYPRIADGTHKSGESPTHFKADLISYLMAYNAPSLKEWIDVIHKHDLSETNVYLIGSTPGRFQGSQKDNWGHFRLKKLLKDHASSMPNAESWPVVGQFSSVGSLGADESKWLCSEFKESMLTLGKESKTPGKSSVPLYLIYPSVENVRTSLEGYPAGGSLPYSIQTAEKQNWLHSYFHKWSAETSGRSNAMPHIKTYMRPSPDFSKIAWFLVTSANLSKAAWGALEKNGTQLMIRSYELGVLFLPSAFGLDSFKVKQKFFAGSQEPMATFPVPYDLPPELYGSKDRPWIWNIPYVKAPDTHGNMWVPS
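Signal: AlphaScreen proximity between streptavidin donor and anti-FITC acceptor beads on intact substrate. Reaction: Tdp1 1 nM, substrate 15 nM final, 5 min RT after 15 min compound preincubation.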
Starred values were filed as active, the others as inactive; ? = inconclusive; . = not tested or not shown; & = joins results of further samples; [ ] = dose if it differs, or a comment. Calls come from the whole dose curve; as a rule, active = well fitted curve in the direction sought with a large enough effect; inconclusive = small, poorly fitted or top-dose-only effect, or another doubt; inactive = no such curve, though single readings can be large; an effect the other way counts as inactive or inconclusive. % is set by controls: 0 for no effect and ±100 for the full control effect; potency is the fitted concentration of half-maximal effect.

SMILES	DT40 TDP1 CPT	TDP1 cell noCPT	TDP1 block
CSc1n[nH]c(=O)n1-c1ccc(Cl)cc1	10%	0%	5%
O=C(Nc1ccccc1C(=O)N1CCOCC1)C1CCCO1 (stereo not drawn)	-15%	-4%	-1%
COc1cc([N+](=O)[O-])ccc1NC(=O)Cc1ccccc1	-5%	-1%	-1%
COc1ccc(-c2nn(CC(=O)N(C)C)c(=O)c3ccccc23)cc1	-6%	-14%	2%
CN(C)CCOC(=O)/C(=C/c1cn(C)c2ccccc12)NC(=O)c1ccccc1	-1%	-9%	0%
COc1ccc(N2CCN(C(=O)COC(=O)CSc3ccccc3)CC2)cc1	-16%	-36%	3%
NS(=O)(=O)c1ccc(CCNC(=O)c2cc(-c3ccc(Br)cc3)nc3ccccc23)cc1	9.2µM*	8.2µM*	3%
C(=C\c1ccccc1)/CN1CCN(C(c2cccc3ccccc23)c2nnnn2-c2ccc3c(c2)OCCO3)CC1 (stereo not drawn)	13µM*	8.2µM*	.
CCOC(=O)c1ccc(OCc2nc(-c3cccs3)no2)cc1	-2%	-26%	-7%
COc1ccc(CCNC(=O)COC(=O)CNS(=O)(=O)c2ccc(SC)c([N+](=O)[O-])c2)cc1	-10%	13%	-9%
COCCN(Cc1ccc(C)cc1)C(=O)[C@H]1O[C@@H](n2cnc3c(N)ncnc32)[C@H](O)[C@@H]1O	20%	13%	.
Cc1ccc(C(=O)OCC(=O)Nc2ccc(C)c(S(=O)(=O)N3CCCCC3)c2)c(O)c1	-4%	-13%	.

Given with two lines to a compound: entries from further up
Value order – DT40 TDP1 CPT | TDP1 cell noCPT | TDP1 block
> COCCN(Cc1ccc(C)cc1)C(=O)[C@H]1O[C@@H](n2cnc3c(N)ncnc32)[C@H](O)[C@@H]1O
 : 20% | 13% | .
> COc1ccc(CCNC(=O)COC(=O)CNS(=O)(=O)c2ccc(SC)c([N+](=O)[O-])c2)cc1
 : -10% | 13% | -9%
> Cc1ccc(C(=O)OCC(=O)Nc2ccc(C)c(S(=O)(=O)N3CCCCC3)c2)c(O)c1
 : -4% | -13% | .
> C(=C\c1ccccc1)/CN1CCN(C(c2cccc3ccccc23)c2nnnn2-c2ccc3c(c2)OCCO3)CC1 (stereo not drawn)
 : 13µM* | 8.2µM* | .
> COc1ccc(-c2nn(CC(=O)N(C)C)c(=O)c3ccccc23)cc1
 : -6% | -14% | 2%

Additional compounds:
SMILES	DT40 TDP1 CPT	TDP1 cell noCPT	TDP1 block
COc1ccc(NC(=O)C2CCN(S(C)(=O)=O)CC2)cc1Cl	4%	2%	2%
COc1ccc2nc(N3C(=O)CC(Cc4ccc(C)cc4)C3=O)sc2c1 (stereo not drawn)	7%	?	3%
O=C(CSc1nnc(-c2ccncc2)n1-c1ccccc1)N1CCN(c2ccc(Cl)cc2)CC1	?	18µM*	3%
COc1ccc(NC(=O)c2sc3nc4c(cc3c2N)CN(C(C)C)CC4)c(OC)c1	23µM*	?	7%
CCOc1ccc(NC(=O)CSc2nc3ccccc3c(=O)n2CCNC(C)=O)cc1	0%	10%	5%
O=C(CN1C(=O)c2ccccc2C1=O)N1CCN(C2c3ccccc3-c3ccccc32)CC1	0%	-17%	6%
COc1ccc(NC(=O)CC2SC(N3CCCC3)=NC2=O)cc1Cl (stereo not drawn)	-21%	?	0%
Cc1ccc(N=Cc2sc(O)c3ccccc23)cc1	-10%	-20%	-3%
COc1ccc(S(=O)(=O)N2CCN(CC(O)COc3ccc(CC#N)cc3)CC2)cc1OC (stereo not drawn)	-1%	-10%	13%
O=C(Nc1ccccc1)N1CCN(Cc2ccc(Cl)cc2)CC1	?	?	4%
Cc1cn(C2CCCCC2)c(=O)[nH]c1=O	-4%	6%	.
OCC[C@@H]1C[C@H](O)[C@@H](O)[C@@]2(Cc3ccccc3CCO2)O1	-18%	3%	.
Nc1nc2ccccc2n1S(=O)(=O)c1ccc([N+](=O)[O-])cc1	29µM*	21µM*	.
Cc1ccccc1NC1=NCC(c2ccc([N+](=O)[O-])cc2)S1 (stereo not drawn)	?	?	3%
Cc1ccc(C(=O)Nc2ccc([N+](=O)[O-])cn2)o1	-27%	-19%	3%
CN1CCN(c2ncnc3ccc(-c4ccc5c(c4)OCO5)cc23)CC1	?	?	.
COc1cc(OC)c(/C=C2\SC(=O)N(CC(=O)Nc3ccccc3F)C2=O)c(OC)c1	?	21µM*	.
Cc1cc2cc(CNS(=O)(=O)N(C)C)ccc2[nH]1	16%	-2%	8%
O=C(CN(C(=O)c1csnn1)c1cccc(Cl)c1)NC1CCCC1	0%	0%	.
CCOC(=O)c1c(NC(=O)Nc2ccc(C)cc2)sc2c1CCN(C)C2	-5%	-23%	-4%
Nc1ncnc(N)c1N=Nc1ccccc1	23µM*	3.3µM*	0%
Cc1cccc(C)c1NC(=O)Nc1nnc([C@@H]2C[C@H](O)[C@@H](CO)O2)s1	-2%	-4%	.
Cc1ccc(-n2ncc(C(=O)NCc3ccccn3)c2C2CCN(C(=O)OC(C)(C)C)CC2)cc1C	?	18µM*	3%
COc1ccccc1NC(=O)Cn1nnc(C(=O)NCc2ccc3c(c2)OCO3)c1N	?	1%&-12%	-4%&-5%
CC1CCN(C(c2cc3cc4c(cc3[nH]c2=O)OCO4)c2nnnn2CC2CCCO2)CC1 (stereo not drawn)	?	-21%	-1%
CC1CCCN(C2=C(NS(=O)(=O)c3ccc(Cl)cc3)C(=O)c3ccccc3C2=O)C1 (stereo not drawn)	?	?	-3%
O=C(COc1ccc(Cl)cc1)Nc1ccc2c(c1)C(=O)NC2=O	-12%	10%	3%
CC1CCN(c2ccc(NC(=O)c3cccnc3)cc2)CC1	0%	-9%	4%
CCOc1cc(CO)cc(Br)c1OCC(=O)O	-1%	-18%	.
Cc1cccc(C)c1C(O)c1ncc(-c2ccc(F)cc2)[nH]1 (stereo not drawn)	?	?	.
CCCc1cc(C(=O)N2CCC(n3nccc3NC(=O)c3ccc(OC)cc3)CC2)no1	-3%	3%	3%
O=C(NCCc1ccccc1)Nc1nnc([C@H]2C[C@H](O)[C@@H](CO)O2)s1	-3%	0%	.
CCOc1ccc(-n2c(SCC(=O)Nc3cc(C)on3)nc3c(c2=O)SCC3)cc1	0%	?	-4%
CC(OC(=O)c1cccc(N(C)C)c1)C(=O)N1CCc2ccccc2C1 (stereo not drawn)	-14%	?	4%
COc1ccc(CNC(=O)COC(=O)c2cccnc2Nc2cccc(C(F)(F)F)c2)cc1	-22%	-9%	0%
O=C(c1ccco1)N1CCN(C(=O)C2CCN(S(=O)(=O)c3cccc4nsnc34)CC2)CC1	0%	-9%	.
CC1CCN(c2ccc(C(=O)NCc3ccco3)cc2[N+](=O)[O-])CC1	?	?	-1%
O=C(Nc1cnc2ccccc2c1)c1ccncc1	?	?	-6%
Cc1ccc(NC(=S)NC(=O)C2CCCC2)c(Br)c1	-25%	?	-3%
COc1ccccc1N1CCN(C(=O)c2c(C)noc2C)CC1	3%	-11%	-1%
O=C(COC(=O)c1ccccc1O)NC(=O)c1ccc(OC(F)F)cc1	-1%	2%	0%
COc1ccc(CCNC(=O)CSc2nnc(-c3ccccc3)o2)cc1OC	-17%	-1%	2%
CCOCCCNC(=O)c1ccc(CS(=O)(=O)Cc2ccccc2F)o1	-13%	4%	7%
CCc1ccccc1NC(=O)c1cc(-c2ccc(F)cc2)on1	-5%	-11%	5%
CC(=O)Nc1ccc2nc(CN3CCN(Cc4ccc(F)cc4)C(CCO)C3)ccc2c1 (stereo not drawn)	-28%	?	4%
O=C(NC1CCSc2ccccc21)c1ccc(F)cc1 (stereo not drawn)	0%	-16%	2%
O=S(=O)(CCS(=O)(=O)c1ccccc1)c1ccccc1	-23%	-18%	.
N/C(=N\OC(=O)c1ccc(Cl)cc1)c1ccccn1	-9%	-4%	3%
COc1ccc(S(N)(=O)=O)cc1C(=O)OCC(=O)N1CCCC(C)C1 (stereo not drawn)	0%	-4%	0%
CCOC(=O)N1CCN(S(=O)(=O)c2ccc(C(=O)Nc3nc4c(s3)CC(C)CC4)cc2)CC1 (stereo not drawn)	?	?	3%
CCc1cc(C)cc(OCCOc2ccccc2/C=N/NC(C)=O)c1	?	?	1%
CC1(C)CC(=O)C2=C(C1)N(Cc1ccc(F)cc1)C(=O)C2(NC(=O)c1cccnc1)C(F)(F)F (stereo not drawn)	-20%	0%	4%
CCN(CC)CCOc1ccc(C=NNc2nc3c([nH]2)c(=O)n(C)c(=O)n3C)cc1	-4%	-17%	.
CC1(c2ccccc2Cl)NC(=O)N(CC(=O)Nc2ccccc2OC(F)F)C1=O (stereo not drawn)	-8%	4%	4%
CN(C(=O)c1ccc(Cl)cc1)c1ccc(OCC(=O)Nc2cc(C(=O)O)ccc2Cl)cc1	-1%	24%	.
COc1ccc(-c2noc(CC(=O)N(C)c3cc(Cl)c(OC)cc3OC)n2)cc1	?	?	5%
CCOC(=O)N1CCN(CC(O)c2ccccc2)CC1 (stereo not drawn)	-9%	-2%	0%
COc1cc(-c2nc3ccccn3c2Nc2ccccc2C)ccc1O	?	?	2%
CCc1c(O)nc(SCC(=O)Nc2ccccc2C)n(-c2ccc(C)cc2)c1=O	9%	?	4%
O=C(COc1ccc(C2SCCS2)cc1)Nc1ccc(Cl)cc1	-8%	-16%	4%

The list goes on.
SMILES	DT40 TDP1 CPT	TDP1 cell noCPT	TDP1 block
CC(C)c1ccc(S(=O)(=O)N2CCC(C(=O)NCc3ccco3)CC2)cc1	-13%	-26%	-3%
Cc1c(OCC(=O)N2C[C@H]3C[C@@H](C2)c2cccc(=O)n2C3)ccc2c3c(c(=O)oc12)CCCC3	?	?	.
CC(=O)Nc1c(C)nn(-c2ccccc2)c1N1CCC(C(=O)Nc2cc(Cl)ccc2C)CC1	-4%	-1%	0%
c1csc(C2CCCN2c2nc3nonc3nc2NC2CC2)n1 (stereo not drawn)	5%	4%	6%
CCCc1nc2ccc(Cl)cn2c1Cc1ccccc1OC	7.3µM*	12µM*	.
O=C(CSc1nc(O)cc(=O)n1-c1ccccc1)Nc1ccc2c3c(cccc13)CC2	-11%	-12%	4%
COc1ccccc1OCCNC(=O)c1cccs1	-7%	-22%	2%
CN(C)c1ccc(CN2CCOc3ccc(CN4CCC(O)(c5cccnc5)CC4)cc3C2)cc1	-12%[9.04 µM]	16µM*	.
COc1ccc(CN(C)C(=O)c2ccc(OCC(=O)N3CCOCC3)c(OC)c2)cc1	-18%	-6%	0%
CCOc1cc(NS(=O)(=O)c2ccc(OC)cc2)c(OCC)cc1NC(=O)c1ccco1	21µM*	23µM*	-3%
COc1cc([N+](=O)[O-])ccc1NC(=O)C[n+]1cccc(C(C)=O)c1	-11%	-14%	8%
Cc1cccc(NC(=O)CSc2nc3c([nH]c4ccccc43)c(=O)n2C)c1	8.2µM*	12µM*	-4%&1%

An excerpt of the results above:
SMILES	DT40 TDP1 CPT	TDP1 cell noCPT	TDP1 block
CCOc1cc(NS(=O)(=O)c2ccc(OC)cc2)c(OCC)cc1NC(=O)c1ccco1	21µM*	23µM*	-3%
COc1cc([N+](=O)[O-])ccc1NC(=O)C[n+]1cccc(C(C)=O)c1	-11%	-14%	8%
Cc1cccc(NC(=O)CSc2nc3c([nH]c4ccccc43)c(=O)n2C)c1	8.2µM*	12µM*	-4%&1%

The results go on.
SMILES	DT40 TDP1 CPT	TDP1 cell noCPT	TDP1 block
CCOc1cccc(-c2nnc3n2N=C(c2cc(OC)ccc2OC)CS3)c1	?	8.2µM*	1%
COc1ccc(NC(=O)C2(c3cccs3)CCOCC2)cc1Cl	-29%	?	3%
CCCCCCn1c(SCC(=O)Nc2cc(C)on2)nc2ccccc2c1=O	?	10µM*	3%
CCOC(=O)C1CCCN(c2c(NCCN3CCCCC3C)c(=O)c2=O)C1 (stereo not drawn)	-5%	-4%	8%
Cc1cccc(NC(=O)c2cc(-c3cc(C)ccc3O)n[nH]2)c1	-2%	-27%	.
CCC1CCCCN1CCCNC(=O)Cn1ncc2c([nH]c3ccc(C)cc32)c1=O (stereo not drawn)	-26%	-24%	1%
O=C(c1nc(-c2ccccc2)n(-c2ccccc2)n1)N1CCN(S(=O)(=O)c2ccccc2)CC1	-30%	?	3%
O=C(O)C1CCC(NSc2ccccc2[N+](=O)[O-])CC1 (stereo not drawn)	2.9µM*	2.6µM*	6%
CCCCOc1ccc(C(=O)N/C(=C/C=C/c2ccccc2)C(=O)NC)cc1	26µM*	-19%	-5%
COc1cccc(-n2cc(-c3ccc(F)cc3)[nH]c2=S)c1	?	-16%	.
CCOc1ccc(NC(=O)CCC(=O)N/N=C/c2ccc([N+](=O)[O-])s2)cc1	10µM*	?	-3%
CC(C)(C)OC(=O)NCCCCCNC(=O)c1[nH]cnc1C(=O)Nc1ccccc1	?	15µM*	0%

2 compounds from above, limited to DT40 TDP1 CPT:
canonical_smiles,DT40 TDP1 CPT
COc1ccc(NC(=O)C2(c3cccs3)CCOCC2)cc1Cl,-29%
CCCCCCn1c(SCC(=O)Nc2cc(C)on2)nc2ccccc2c1=O,?
